Source: PubChem BioAssay
SR-BI DiI inh: inhibitors of mouse SR-BI mediated HDL lipid uptake; Q61009; ldlA[mSR-BI] CHO cells, DiI-HDL uptake fluorescence, 3 h; inhibition, % at 12.5 µM; 320,000 tested, 0.96% active; AID 488896;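 active means mean replicate inhibition of at least 70% and a set share of replicates each scoring 70 or more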;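 further: 0% = median of neutral control wells and 100% = median of positive control wells; values of inactives mirror those of a sister screen read the other way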
Target sequence (Q61009 whole entry, looked up): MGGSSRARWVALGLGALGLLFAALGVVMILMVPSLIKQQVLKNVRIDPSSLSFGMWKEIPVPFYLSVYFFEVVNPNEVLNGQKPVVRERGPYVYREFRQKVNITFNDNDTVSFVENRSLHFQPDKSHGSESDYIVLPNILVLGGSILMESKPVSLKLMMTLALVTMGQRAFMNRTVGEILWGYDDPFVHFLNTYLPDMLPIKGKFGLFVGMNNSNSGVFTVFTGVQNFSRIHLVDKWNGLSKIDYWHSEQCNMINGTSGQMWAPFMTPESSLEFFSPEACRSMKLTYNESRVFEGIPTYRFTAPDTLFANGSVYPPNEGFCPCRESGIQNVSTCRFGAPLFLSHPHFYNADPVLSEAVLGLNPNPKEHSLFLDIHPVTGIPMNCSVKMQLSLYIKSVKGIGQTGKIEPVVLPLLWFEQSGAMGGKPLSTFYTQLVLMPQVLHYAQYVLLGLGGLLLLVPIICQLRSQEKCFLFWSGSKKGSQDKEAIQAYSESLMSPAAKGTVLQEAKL
Wnt act: activates Wnt/beta-catenin signaling in a reporter cell assay | activator, plate reader | activation, % at 9.35 µM | 300,000 tested, 1.2% active | AID 743398; in the data active means activation above about 30%, passing the limit was not always enough;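 further: 0% = neutral control wells and 100% = positive control wells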
MITF TRPM1 HTS: MITF TRPM1 promoter activation in melanoma cells. SK-MEL-5 TRPM1-promoter luciferase, 24 h; % of positive control, neutral wells = 0. activation, % at 12.5 µM. 300,000 tested, 0.75% active. AID 588334;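 active means mean activation of at least 80% with every replicate also reaching 80%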;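 further: 0% = neutral control wells and 100% = parthenolide positive control wells; values of inactives mirror those of a sister screen read the other way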
PvdQ acylase: P. aeruginosa PvdQ acylase inhibition. AID 488965. purified PvdQ acylase, fluorescence plate reader. 340,000 tested, 0.063% active. inhibition, % at 10 µM; in the data active means inhibition above about 30%, passing the limit was not always enough;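 further: 0% = vehicle neutral wells and 100% = reference inhibitor wells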
CDK5 p35 inh: blocks human CDK5/p35 kinase activity | Recombinant CDK5/p35, ADP-Glo luminescence, 60 min | inhibition, % at 10 µM | Q00535+Q15078 | 330,000 tested, 0.01% active;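 active means highest replicate inhibition of at least 50% and at least 75% of replicates reaching 50%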;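 further: plate controls were DMSO neutral control for no effect and GW8510 at 10 µM for full effect; many of its hits are not listed in these tables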
Rtt109 Vps75: blocks Candida albicans Rtt109/Vps75 acetyltransferase activity; purified Rtt109/Vps75, ThioGlo CoA-SH fluorescence, 4 h; inhibition, % at 34.9 µM; 330,000 tested, 0.16% active; AID 540336;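 active means inhibition of at least 50% in every replicate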
Target sequence (Q5AAJ8 whole entry, looked up): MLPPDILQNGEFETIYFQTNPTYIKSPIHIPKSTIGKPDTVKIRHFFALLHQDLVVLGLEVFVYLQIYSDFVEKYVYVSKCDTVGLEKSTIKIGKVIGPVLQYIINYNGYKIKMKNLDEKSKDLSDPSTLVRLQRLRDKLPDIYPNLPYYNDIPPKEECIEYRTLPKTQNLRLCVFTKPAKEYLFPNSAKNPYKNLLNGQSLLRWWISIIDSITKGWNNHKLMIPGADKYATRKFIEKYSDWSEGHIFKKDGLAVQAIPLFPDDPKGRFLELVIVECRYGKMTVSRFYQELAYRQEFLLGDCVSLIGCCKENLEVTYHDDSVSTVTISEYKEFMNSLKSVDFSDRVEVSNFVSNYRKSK
HTR5A ag ctr: activates human HTR5A in OPRM1-OPRD1 agonist counter-screen; HTR5A agonist assay, luminescence, cell-based; activation, % at 9.3 µM; 340,000 tested, 0.61% active; in the data active means activation mostly above about 9.5%, no sharp cut-off; inactive means mostly below about 7.6%;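 further: 0% = cells with vehicle only and 100% = reference agonist; strong numbers were not always called active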
cardiac RTF act: cardiac RTF calcium sensitization; 340,000 tested, 0.24% active; activation, % at 7.2 µM; IANBD-labeled TnC RTF fluorescence at EC20 calcium; 0% EC20 calcium, 100% full calcium; P19429+P45379;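 active means activation above the mean over all tested compounds plus 3 SD, cut at about 30% in these data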;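 further: rise in fluorescence read as greater calcium sensitivity of cardiac thin filaments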
dFosB act: mouse delta FosB homodimer activation | activation, % at 25 µM | P13346 | purified delta FosB, TAMRA-CDK5 oligo fluorescence polarization; percent of positive-control signal above neutral wells | 340,000 tested, 0.99% active;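 active means mean activation above about 17%, with every replicate also reaching it, limit read from the data, passing the limit was not always enough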;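 further: fluorescence polarization rise as delta FosB binds a TAMRA Cdk5 AP-1 oligo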
SR-BI uptake up: activators of SR-BI mediated HDL lipid uptake. CHO ldlA[mSR-BI] cells, DiI-HDL uptake fluorescence, 3 h; 100 = double the neutral-control signal. activation, % at 12.5 µM. 320,000 tested, 0.096% active;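 active means mean replicate activation of at least 60% and every replicate at or above 60%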;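 further: 0% = median plate neutral-control signal and 100% = twice that signal; values of inactives mirror those of a sister screen read the other way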
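System: CHO ldlA[mSR-BI] cells / Medium: HEPES-buffered (25 mM, pH 7.4) F12 plus 0.5% BSA / Probe or stimulus: labelled HDL, 10 µg/mL / Doses: single compound concentration, delivered by pin transfer / Schedule: 3 h, 37 °C / Measured by: DiI fluorescence, bottom read / Measure: cell-associated DiI fluorescence as measure of HDL uptake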
The depositor's hits bear a star; nt = not tested or not shown.

SMILES	SR-BI DiI inh	Wnt act	MITF TRPM1 HTS	PvdQ acylase	CDK5 p35 inh	Rtt109 Vps75	HTR5A ag ctr	cardiac RTF act	dFosB act	SR-BI uptake up
c1ccc(OCc2nn3c(-c4ccccn4)nnc3s2)cc1	3	17	nt	-5	-1.6	-20	2	6	-3	-3
COc1ccc(CNC(=O)CCNS(=O)(=O)c2cccc3nsnc23)cc1	-10	0	5	-10	1.0	-4	-3	5	2	10
CCOc1ccc(Nc2cc(C)nc3ccc(C)cc23)cc1	-19	22	-30	-7	-1.9	0	4	2	13	19
COc1ccccc1CCNC(=O)C(=O)c1cn(CC(=O)N2CCOCC2)c2ccccc12	29	2	40	-13	-0.3	9	-1	-1	-5	-29
Nc1nc(NCCCN2CCOCC2)nc(Nc2ccc(F)cc2)c1[N+](=O)[O-]	-11	nt	11	-5	0.2	7	-3	5	31*	11
Cc1ccc(CNC(=O)CN2C(=O)NC3(CCCC3)C2=O)cc1	-23	-17	-5	11	3.0	-2	5	-3	-4	23
CCOC(=O)C(C)Sc1nc(-c2ccccn2)ncc1OC (stereo not drawn)	1	nt	-8	-17	-2.1	-1	3	6	-2	-1
CS(=O)(=O)c1ccccc1-c1nnc(NC(=O)c2cccc(N3C(=O)CCC3=O)c2)o1	-17	0	-17	17	-0.8	9	-4	-1	-1	17
N#CC1(NC(=O)CN2C(=O)c3ccc([N+](=O)[O-])cc3C2=O)CCCCC1	-17	2	7	3	-0.2	10	-3	-5	-6	17
C/C(=N\NC(=O)Cn1nc(C)c([N+](=O)[O-])c1C)c1ccco1	-2	0	nt	-18	-5.1	0	-1	3	-5	2
Cc1ccc(Cn2nnc3c(=O)n(CC(=O)N4CCN(c5ccccc5)CC4)cnc32)cc1	22	0	-7	-1	-0.1	10	-1	0	4	-22
CC(=O)c1c(CSc2ccccc2)oc2ccc(O)c(CN(C)C)c12	-2	-1	30	-16	0.6	9	-4	-1	-7	2
COCCCNCCCCOc1ccc(Br)cc1C	10	-4	9	-25	-2.5	-4	-2	11	-9	-10
C=CCn1c(SCC(=O)N2CCN(c3ccccc3)CC2)nc2c([nH]c3ccccc32)c1=O	65	0	-52	-16	-4.0	1	-2	-2	0	nt
O=S(Cc1ccc(Br)cc1)Cc1nnc(SCc2ccc(Br)cc2)n1-c1ccccc1 (stereo not drawn)	14	-1	2	5	-1.3	-6	7	6	0	-14
CCCn1c(N)c(N(CCOC)C(=O)CSc2cc(C)c3ccccc3n2)c(=O)[nH]c1=O	-3	0	-8	-5	-1.1	0	-1	-6	-9	3
CSc1ccc(CCNC(=O)CCc2nnc3ccc(N4CCCC4)nn23)cc1	-17	-3	nt	-13	-0.8	0	11	-2	-7	18
Cc1ccc([N+](=O)[O-])cc1NC(=O)CSc1nnc(C)n1CC1CCCO1 (stereo not drawn)	-4	-1	1	-3	-0.9	-6	-10	-2	0	4
Cc1cc([N+](=O)[O-])ccc1NCc1ccccc1	7	nt	-9	14	-1.6	16	8	-3	-2	-7
O=C(CSc1nc2ccccc2s1)N/N=C/c1ccccc1C(=O)O	nt	-2	10	-10	-0.8	-1	9	-1	-7	nt
CCOC(=O)c1ccc(-c2ccc(/C=C(\C#N)C(=O)NCc3cccs3)o2)cc1	14	nt	-45	10	-1.3	-5	4	2	1	-14
CC(/C=C/c1ccco1)=N\NC(=O)C(O)c1ccccc1 (stereo not drawn)	1	nt	16	-12	-1.2	1	-5	1	-4	-1
CNC(=O)c1ccsc1NC(=O)C1CCN(S(=O)(=O)c2ccc(Cl)s2)CC1	-5	-5	-7	-14	-3.4	27	-1	-5	-14	5
O=C(Cc1ccccc1[N+](=O)[O-])NCC(O)c1ccc2c(c1)OCO2 (stereo not drawn)	-16	-3	6	7	-0.1	-9	-2	-4	0	16
CCN(CC)C(=O)c1[nH]cnc1C(=O)N[C@@H](CCCCNC(=O)OC(C)(C)C)C(=O)OC(C)(C)C	-14	-3	-13	-2	1.0	-5	-6	-2	-6	14
CCOC(=O)C1(C)NC(c2cc(OC)c(OC)c(OC)c2)C2C(=O)N(CC)C(=O)C21 (stereo not drawn)	-3	-2	-2	-10	1.3	-5	-2	-5	0	3
CC1(C)C(=O)Nc2ccccc2N1C(=O)COC(=O)Cc1ccccc1F	-21	-4	6	-11	-1.6	-4	-2	0	-3	21
CCc1ccc(-c2cc(C(=O)Nc3ccc(S(=O)(=O)NC(C)=O)cc3)c3ccccc3n2)cc1	-8	nt	16	7	1.7	13	21*	-15	-12	8
COc1ccccc1C(=O)NCC(=O)NC(C)c1ccc(-n2ccnc2)cc1 (stereo not drawn)	-4	0	14	-18	1.3	-5	-1	4	-5	4
Cc1ccc(N(CC(=O)NCC2CCCO2)C(=O)CCC(=O)Nc2cc(C)on2)cc1 (stereo not drawn)	-5	1	1	2	-0.8	12	1	-6	-6	5
CC(C)=CCC/C(C)=C/COc1ccc2ccc(=O)oc2c1	19	1	22	5	-2.5	-10	4	12	1	-19
COc1c([N+](=O)[O-])cc(C(=O)NNC(=O)c2ccc(C)cc2)cc1[N+](=O)[O-]	3	0	nt	-3	0.5	-5	-1	0	4	-3
O=C(CN1C(=O)c2ccccc2S1(=O)=O)NCCSc1ccccc1	-1	-5	nt	-7	0.1	-10	2	0	-2	1
NC(=O)c1cc2c(s1)-c1cc(Cl)ccc1SC2	-1	9	-4	-7	-0.7	-2	-4	6	-8	1
Cc1ccc(Nc2nc(CSc3nnnn3C)cs2)cc1	-7	30	75	-4	-1.5	-2	-3	-4	-6	7
CCCn1c(SCc2nc(-c3cccs3)no2)nnc1-c1ccncc1	-16	nt	6	-11	-0.6	-6	7	1	-19	16
CCOc1ccc(-c2nnc3ccc(SCC(=O)NCc4ccco4)nn23)cc1	-10	nt	-2	4	0.0	-6	-1	0	4	10
CCc1cc(-c2ccc3c(c2)COc2c4ccccc4nn2-3)on1	48	20	73	10	0.9	-3	1	-8	1	-48
Cc1nnc(SCC(=O)c2ccc(Br)cc2)s1	4	7	12	-10	1.3	-8	-2	4	-10	-4
Cc1nc(N(C)Cc2ccccc2)c2nnn(Cc3ccccc3)c2n1	5	-5	-8	-8	-7.9	-2	1	0	-3	-5
Cc1ccccc1Nc1c(-c2ccccn2)nc2ccccn12	36	-4	-29	-5	-3.4	-2	4	0	1	-36
C=CCn1c(SCCOC)nc2c1c(=O)[nH]c(=O)n2C	10	-1	nt	-15	-0.3	0	-3	-2	1	-10
O=[N+]([O-])c1cc(CN2CCCC2)ccc1Sc1ccc(Cl)cc1	10	-3	8	-11	0.0	4	-4	5	-2	-10
CCc1nnc(NC(=O)c2cccc(NC(=O)C(C)C)c2)s1	9	24	36	-15	1.2	-9	-1	-4	-6	-9
COc1ccc(C2(c3ccc(OC)cc3)NC(=O)N(CC(=O)Nc3ccc(N4CCOCC4)cc3)C2=O)cc1	16	-2	-5	-3	1.6	nt	-4	-9	5	-16
Cc1cc(=O)oc2cc(OCC(=O)N3CCN(C(=O)c4ccco4)CC3)ccc12	1	0	5	-13	0.2	-5	-1	0	5	-1
C=C(Cl)COc1ccc2c(CCCC)cc(=O)oc2c1	28	nt	5	-10	0.2	-7	1	-2	-18	-28
O=C(Nc1ccccc1)c1ccc(Br)c(S(=O)(=O)Nc2ccccn2)c1	7	1	9	-4	-2.0	-10	1	4	-2	nt
Cc1ccc(OCCC(=O)Nc2ccc3c(c2)OCCCO3)cc1	-10	-1	26	-11	0.0	-3	1	-3	-4	10
COc1cccc(Nc2nc(-c3sc(NC(=O)c4ccco4)nc3C)cs2)c1	55	-5	nt	-4	0.9	0	12	1	5	-55
COCCn1c(SC(C)C(=O)Nc2ncc(Cl)cc2Cl)nc2ccccc21 (stereo not drawn)	23	nt	-8	13	0.3	18	4	-4	-12	-23
COC(=O)[C@]1(C)N[C@H](CN(C)C(=O)c2ccc(C(C)(C)C)cc2)[C@@H]2C(=O)N(Cc3ccccc3)C(=O)[C@@H]21	0	-2	-7	-13	-0.6	-15	-1	-6	-14	0
CC(=O)NC(N1CCCCC1)C(F)(F)C(F)(F)C(F)(F)C(F)F (stereo not drawn)	-16	-2	1	-4	-0.5	-5	2	-4	2	16
Cc1ccc(C(=O)/C=C/Nc2ccc([N+](=O)[O-])cc2Br)cc1	10	11	87*	-19	1.0	-3	2	3	-13	-10
CCc1cc2c(SCC(=O)c3ccccc3)ncnc2s1	-7	nt	37	-3	-0.3	-2	0	-1	-11	7
O=c1[nH]c2ccc(NS(=O)(=O)c3ccc4ccccc4c3)cc2[nH]1	nt	-1	-14	-8	-2.8	0	1	3	-2	nt
O=C(c1c(F)c(F)c(F)c(F)c1F)N1CCN(c2cccc(C(F)(F)F)c2)CC1	-7	-5	nt	-6	-2.3	0	2	3	-1	7
COC(=O)c1ccc(CSc2ccc(S(=O)(=O)N3CCCCC3)cn2)cc1	12	-1	9	-5	0.5	2	0	-3	9	-12
CCOC(=O)c1c(NC(=O)COC(=O)CCOc2ccc(OCC)cc2)sc(C(=O)N(C)C)c1C	-11	nt	-5	-1	-2.1	16	-1	-19	-16	11
COc1ccccc1N1CCN(C2CCN(C(=O)c3cccc(F)c3)CC2)CC1	-17	-1	4	0	0.0	-2	2	5	4	17

MITF TRPM1 HTS: entries above that show a hit
Structure	SR-BI DiI inh	Wnt act	MITF TRPM1 HTS	PvdQ acylase	CDK5 p35 inh	Rtt109 Vps75	dFosB act	SR-BI uptake up
Cc1ccc(C(=O)/C=C/Nc2ccc([N+](=O)[O-])cc2Br)cc1	10	11	87*	-19	1.0	-3	-13	-10

(continued)
SMILES	SR-BI DiI inh	Wnt act	MITF TRPM1 HTS	PvdQ acylase	CDK5 p35 inh	Rtt109 Vps75	HTR5A ag ctr	cardiac RTF act	dFosB act	SR-BI uptake up
Cc1[nH]nc2c1C1(C(=O)N(Cc3ccc(Cl)cc3)c3ccccc31)C(C#N)=C(N)O2 (stereo not drawn)	30	-10	-10	15	8.7	nt	4	1	4	-30
COc1ccccc1/C=C(\C#N)C(=O)Nc1ccc(S(N)(=O)=O)cc1	31	-1	-7	8	1.6	1	2	5	7	-31
Cc1ccc(N2C(=O)N(CC(=O)N(C)Cc3ccccc3)C(=O)C2C)cc1 (stereo not drawn)	-12	nt	-17	-8	1.3	12	2	2	5	12
O=C(CN1CCOCC1)Nc1ccccc1NC(=O)C1CCN(c2ncccn2)CC1	-16	nt	-7	-17	-1.0	-4	2	3	1	16
COC(=O)c1sc(-c2cccs2)cc1NC(=O)/C=C/C(=O)O	-11	3	nt	4	0.4	9	nt	nt	-11	11
CCC(C)NC(=O)C1CCN(S(=O)(=O)c2ccc3[nH]c(=O)ccc3c2)CC1 (stereo not drawn)	-13	6	7	10	1.5	5	-3	2	-8	13
Cc1ccc(-n2c(O)c(C=Nc3ccccc3-c3n[nH]c(=S)[nH]c3=O)c3ccccc3c2=O)c(C)c1	-10	-1	0	-9	2.9	4	0	-6	-9	10

An excerpt from above in order of their number in dFosB act, smallest number first:
compound | dFosB act
Cc1ccc(-n2c(O)c(C=Nc3ccccc3-c3n[nH]c(=S)[nH]c3=O)c3ccccc3c2=O)c(C)c1 | -9
CCC(C)NC(=O)C1CCN(S(=O)(=O)c2ccc3[nH]c(=O)ccc3c2)CC1 (stereo not drawn) | -8
O=C(CN1CCOCC1)Nc1ccccc1NC(=O)C1CCN(c2ncccn2)CC1 | 1
